Assay outcomes (PubChem BioAssay)
NR3A LBD binder: binders of NR3A ligand-binding domain, primary screen, biophysical, differential scanning fluorimetry, uHTS; Glutamate receptor ionotropic, NMDA 3A (GRIN3A) ligand-binding domain; NR3A LBD differential scanning fluorimetry, Tm shift; 0% = protein alone, 100% = glycine-bound protein; Tm shift relative to glycine control, % at 25 µM; hit rate 2.5% among 340,000;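 active = melting temperature shift of at least 10% of the positive control shift, at one fixed dose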
APJ antag: antagonists of human apelin receptor APJ, primary screen, CHO-K1 cells, beta-arrestin complementation, luminescence. inhibition, % at 20 µM. hit rate 0.32% among 330,000. P35414. AID 2521, 2010;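 active = inhibition above about 40% at 20 µM, limit read from the data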;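 note: cells challenged with 10 nM apelin-13 agonist together with compound; plate controls were apelin-13 plus DMSO wells for no effect and DMSO wells lacking apelin-13 for full effect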
Target sequence (P35414 whole entry, looked up): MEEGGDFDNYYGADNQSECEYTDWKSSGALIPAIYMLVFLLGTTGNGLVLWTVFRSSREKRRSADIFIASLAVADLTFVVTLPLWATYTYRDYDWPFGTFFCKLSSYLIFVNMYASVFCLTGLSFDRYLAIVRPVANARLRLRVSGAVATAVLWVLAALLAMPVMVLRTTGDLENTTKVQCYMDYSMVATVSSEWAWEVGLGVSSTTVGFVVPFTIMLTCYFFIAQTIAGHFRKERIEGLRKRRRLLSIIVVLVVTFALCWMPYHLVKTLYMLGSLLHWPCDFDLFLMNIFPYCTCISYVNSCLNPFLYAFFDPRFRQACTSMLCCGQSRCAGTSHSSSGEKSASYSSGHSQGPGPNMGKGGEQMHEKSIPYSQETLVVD
NALP3 yeast inh: NALP3 inflammasome inhibitors in reconstituted yeast, primary screen, luminescence, uHTS | inhibition, % at 10 µM | Yeast reconstituted NLRP3/ASC/caspase-1, beta-gal luminescence, 24 h | hit rate 0.39% among 330,000;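 active = inhibition of 50% or more; inactive = inhibition below 50%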;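 note: plate controls were induced DMSO wells for no effect and uninduced yeast grown without galactose for full effect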
beta cell repl: inducers of MIN6 beta-cell proliferation, primary screen, ATP luminescence, uHTS; AID 2380, 2010; hit rate 0.29% among 330,000; MIN6 cells proliferation, ATPlite luminescence, 48 h; cells starved in 0.2% serum; 100% = growth in 10% serum; proliferation, % at 10 µM;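 active = compounds whose signal lies at least 3.5 SD above the mean of all wells on their plate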;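 note: 0% = DMSO-treated cells in low-serum medium and 100% = 10% serum control; some compounds called inactive have numbers as strong as hits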
tim10-1 inh: growth inhibitors of tim10-1 mutant yeast, primary screen, luminescence, uHTS; S. cerevisiae tim10-1 ts strain growth, BacTiter-Glo, 24 h; inhibition, % at 20 µM; hit rate 2.2% among 330,000; AID 463190, 2010;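 active = inhibition of at least 40%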;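 note: mutant grown at 25 °C; 0% = DMSO wells with yeast and 100% = wells holding no yeast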
tim23-1 inh: growth inhibitors of tim23-1 mutant yeast, primary screen, luminescence, uHTS; inhibition, % at 20 µM; S. cerevisiae tim23-1 growth, BacTiter-Glo luminescence, 24 h; hit rate 1.3% among 330,000; AID 463212, 2010;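 active = growth inhibition of the mutant yeast at or above 50%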;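 note: temperature-sensitive mutant grown at 25 °C; plate controls were DMSO-treated mutant yeast for no effect and medium wells lacking yeast for full effect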
APJ ag: agonists of human apelin receptor APJ, primary screen, CHO-K1 cells, PathHunter beta-arrestin, luminescence | P35414 | 0% DMSO wells, 100% apelin | activation, % at 20 µM | hit rate 0.11% among 330,000 | AID 2520, 2010;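 active = activation more than six SD over the plate average, tested at 20 µM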;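 note: 0% = DMSO alone and 100% = apelin-13 at 10 nM; some results filed as inactive read as strong as hits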
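system = engineered CHO-K1 APJ arrestin reporter cells | input = 1000 cells per well | timing = overnight seeding, 90 min compound at 25 °C, 1 h detection | measured by = enzyme-fragment complementation luminescence | read-out = beta-arrestin recruitment to APJ as agonist activity, luminescent signal | control set = negative DMSO alone, positive Apelin-13 at 10 nM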
TIM10 inh: growth inhibitors of isogenic TIM10 control yeast, primary screen, counter-screen for tim10-1 yeast inhibitor project, luminescence, uHTS. S. cerevisiae TIM10 strain growth, BacTiter-Glo luminescence, 24 h. inhibition, % at 10 µM. hit rate 1.4% among 330,000;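 active = inhibition of 40% or more at the single tested concentration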;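 note: wild-type TIM10 isogenic control strain grown at permissive 25 °C; 0% = DMSO yeast wells and 100% = minimal medium wells without yeast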
MPTP block: mitochondrial permeability transition pore inhibitors, primary screen, biochemical, isolated mouse mitochondria, absorbance; Ca2+ swelling absorbance, 30 min; AID 602449, 2012; inhibition, % at 10 µM; hit rate 1.4% among 360,000;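 active = inhibition of 50% or more, scaled per plate between neutral and stimulator controls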;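 note: 0% = DMSO wells given calcium and 100% = 1 mM EGTA wells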
* = called active by the depositor.

What do the screens show for `COc1ccc(NC(=O)CSc2nc3c(c(=O)n2-c2ccccc2OC)SCC3)cc1`?
NR3A LBD binder: -4; APJ antag: 2; NALP3 yeast inh: 12; beta cell repl: -5; tim10-1 inh: 2; tim23-1 inh: -10; APJ ag: -4; TIM10 inh: 5; MPTP block: -2.6

What do the screens show for `Cc1ccc(N2C(=O)c3ccccc3C2Nc2ccc(S(=O)(=O)N3CCOCC3)cc2)nc1` (stereo not drawn)?
NR3A LBD binder: -2; APJ antag: 5; NALP3 yeast inh: 15; beta cell repl: -3; tim10-1 inh: 32; tim23-1 inh: 27; APJ ag: -3; TIM10 inh: 14; MPTP block: -0.9

How did CCn1c(=O)c(CCC(=O)NCCN2CCOCC2)c(C)c2c(C)nn(-c3cccc(C)c3)c21 do in these assays?
NR3A LBD binder: -4; APJ antag: 10; NALP3 yeast inh: 1; beta cell repl: -1; tim10-1 inh: 36; tim23-1 inh: 37; APJ ag: 6; TIM10 inh: 16; MPTP block: -1.9

What do the screens show for `Cc1cccc(C(=O)NC2CC3CCCC(C2)N3Cc2ccccc2)c1` (stereo not drawn)?
NR3A LBD binder: 2; APJ antag: 1; NALP3 yeast inh: 7; beta cell repl: 0; tim10-1 inh: -19; tim23-1 inh: -4; APJ ag: -4; TIM10 inh: -12; MPTP block: -0.9

How did Cc1cc(C)nc(SC(C)CNS(=O)(=O)c2ccccc2)n1 (stereo not drawn) do in these assays?
NR3A LBD binder: 1; APJ antag: -16; NALP3 yeast inh: 8; beta cell repl: -2; tim10-1 inh: 17; tim23-1 inh: 25; APJ ag: -2; TIM10 inh: 1; MPTP block: -1.7

What do the screens show for `COc1ccc(C(=O)NCC(=O)NCc2ccncc2)cc1`?
NR3A LBD binder: 1; APJ antag: -8; NALP3 yeast inh: 13; beta cell repl: -3; tim10-1 inh: 5; tim23-1 inh: -5; APJ ag: -3; TIM10 inh: -2; MPTP block: -0.7

What do the screens show for `O=C(CSc1nnc(C2CC2)n1CC1CCCO1)Nc1ccc(Cl)cc1` (stereo not drawn)?
NR3A LBD binder: -1; APJ antag: 12; NALP3 yeast inh: 1; beta cell repl: 0; tim10-1 inh: -12; tim23-1 inh: 2; APJ ag: -1; TIM10 inh: 8; MPTP block: -1.0

What do the screens show for `CCN1CCN(C2=C(NS(=O)(=O)c3ccc(Br)cc3)C(=O)c3ccccc3C2=O)CC1`?
NR3A LBD binder: -6; APJ antag: -63; NALP3 yeast inh: 29; beta cell repl: -2; tim10-1 inh: 18; tim23-1 inh: 10; APJ ag: 11; TIM10 inh: 14; MPTP block: 0.3

How did COc1ccc(/C=C2\Oc3cc(OCC(=O)N4CC(O)C[C@H]4C(=O)O)ccc3C2=O)c(OC)c1OC (stereo partly drawn) do in these assays?
NR3A LBD binder: -1; APJ antag: -1; NALP3 yeast inh: 5; beta cell repl: -3; tim10-1 inh: 4; tim23-1 inh: 14; APJ ag: -6; TIM10 inh: 4; MPTP block: -2.3

Results for Nc1cc(OC(=O)c2cccs2)nn1S(=O)(=O)c1ccccc1 ?
NR3A LBD binder: -10; APJ antag: 5; NALP3 yeast inh: 0; beta cell repl: 0; tim10-1 inh: 37; tim23-1 inh: 15; APJ ag: 3; TIM10 inh: 55*; MPTP block: 2.4

How did NC(=O)CC1SC(N)=NC1=O (stereo not drawn) do in these assays?
NR3A LBD binder: 2; APJ antag: 2; NALP3 yeast inh: -11; beta cell repl: 0; tim10-1 inh: 10; tim23-1 inh: -1; APJ ag: -3; TIM10 inh: 1; MPTP block: -2.1

What do the screens show for `COc1cc(NC(=O)c2cc(C)no2)cc(OC)c1OC`?
NR3A LBD binder: 1; APJ antag: 1; NALP3 yeast inh: 3; beta cell repl: -1; tim10-1 inh: 15; tim23-1 inh: 16; APJ ag: -1; TIM10 inh: -2; MPTP block: 1.1

Structural class, the entries above with two or more sulfur atoms.
What do the screens show for `COc1ccc(NC(=O)CSc2nc3c(c(=O)n2-c2ccccc2OC)SCC3)cc1`?
NR3A LBD binder: -4; APJ antag: 2; NALP3 yeast inh: 12; beta cell repl: -5; tim10-1 inh: 2; tim23-1 inh: -10; APJ ag: -4; TIM10 inh: 5; MPTP block: -2.6

How did Cc1cc(C)nc(SC(C)CNS(=O)(=O)c2ccccc2)n1 (stereo not drawn) do in these assays?
NR3A LBD binder: 1; APJ antag: -16; NALP3 yeast inh: 8; beta cell repl: -2; tim10-1 inh: 17; tim23-1 inh: 25; APJ ag: -2; TIM10 inh: 1; MPTP block: -1.7

Results for Nc1cc(OC(=O)c2cccs2)nn1S(=O)(=O)c1ccccc1 ?
NR3A LBD binder: -10; APJ antag: 5; NALP3 yeast inh: 0; beta cell repl: 0; tim10-1 inh: 37; tim23-1 inh: 15; APJ ag: 3; TIM10 inh: 55*; MPTP block: 2.4

Continuation:
What do the screens show for `COc1ccc(C2=NS(=O)(=O)N(C)C(C(=O)NC3CCCCC3)=C2)cc1`?
NR3A LBD binder: 2; APJ antag: 18; NALP3 yeast inh: 6; beta cell repl: -2; tim10-1 inh: 16; tim23-1 inh: 8; APJ ag: -1; TIM10 inh: 5; MPTP block: -0.4

What do the screens show for `O=C(COC(=O)c1cc([N+](=O)[O-])ccc1N1CCOCC1)Nc1ccccc1OC(F)F`?
NR3A LBD binder: 2; APJ antag: -59; NALP3 yeast inh: 21; beta cell repl: 2; tim10-1 inh: 9; tim23-1 inh: 16; APJ ag: 9; TIM10 inh: -3; MPTP block: 2.0

Results for O=C(CN1C(=O)NC2(CCSC2)C1=O)N1CCN(c2ccc(F)cc2)CC1 (stereo not drawn) ?
NR3A LBD binder: 1; APJ antag: 0; NALP3 yeast inh: -2; beta cell repl: 0; tim10-1 inh: 24; tim23-1 inh: 12; APJ ag: -3; TIM10 inh: 9; MPTP block: 1.9

What do the screens show for `Cc1ccc(Oc2nn[nH]n2)cc1`?
NR3A LBD binder: 0; APJ antag: 13; NALP3 yeast inh: 2; beta cell repl: 0; tim10-1 inh: 4; tim23-1 inh: 28; APJ ag: 0; TIM10 inh: -4; MPTP block: -1.7

What do the screens show for `COc1cc(C(=O)NCc2cn3cccc(C)c3n2)cc(OC)c1OC`?
NR3A LBD binder: 0; APJ antag: -7; NALP3 yeast inh: -14; beta cell repl: 2; tim10-1 inh: 6; tim23-1 inh: 9; APJ ag: 1; TIM10 inh: -1; MPTP block: -0.5

What do the screens show for `Cc1c(CCC(=O)O)c(=O)oc2cc3occ(-c4ccc(F)cc4)c3cc12`?
NR3A LBD binder: -2; APJ antag: 1; NALP3 yeast inh: -16; beta cell repl: -1; tim10-1 inh: 15; tim23-1 inh: 8; APJ ag: 7; TIM10 inh: 4; MPTP block: 0.7

How did Cc1ccccc1OCC(O)CN1CCN(CCN2C(=O)c3cccc4cccc(c34)C2=O)CC1 (stereo not drawn) do in these assays?
NR3A LBD binder: -3; APJ antag: 3; NALP3 yeast inh: 17; beta cell repl: -4; tim10-1 inh: 9; tim23-1 inh: 19; APJ ag: -3; TIM10 inh: 3; MPTP block: 2.1

Results for CC(NC(=S)NNS(=O)(=O)c1ccc(C(C)(C)C)cc1)c1ccccc1 (stereo not drawn) ?
NR3A LBD binder: -8; APJ antag: 8; NALP3 yeast inh: 4; beta cell repl: 0; tim10-1 inh: 20; tim23-1 inh: 28; APJ ag: -5; TIM10 inh: 19; MPTP block: 16

How did CCCN(CCC)C(=O)CC(c1ccccc1)c1ccco1 (stereo not drawn) do in these assays?
NR3A LBD binder: 1; APJ antag: -2; NALP3 yeast inh: -4; beta cell repl: -1; tim10-1 inh: 2; tim23-1 inh: 40; APJ ag: -5; TIM10 inh: 11; MPTP block: 2.7

Results for O=C(COc1ccc(Br)cc1)Nc1cc(S(=O)(=O)N2CCCCC2)ccc1N1CCCCC1 ?
NR3A LBD binder: -1; APJ antag: 6; NALP3 yeast inh: -13; beta cell repl: -4; tim10-1 inh: -1; tim23-1 inh: -18; APJ ag: -2; TIM10 inh: 1; MPTP block: 10

How did O=C(CSCc1ccc(Cl)c(Cl)c1)Nc1c[nH]c(=O)[nH]c1=O do in these assays?
NR3A LBD binder: 1; APJ antag: -19; NALP3 yeast inh: -9; beta cell repl: -2; tim10-1 inh: 4; tim23-1 inh: 6; APJ ag: 0; TIM10 inh: -5; MPTP block: 2.7

Results for Cc1ccc(N(Cc2ccco2)C(=O)c2cccc(S(=O)(=O)N(C)C)c2)cc1 ?
NR3A LBD binder: 4; APJ antag: 3; NALP3 yeast inh: 16; beta cell repl: 1; tim10-1 inh: 21; tim23-1 inh: 17; APJ ag: 0; TIM10 inh: 2; MPTP block: -2.1

How did O=c1[nH]cnc2c1sc1nc3c(c(-c4ccc(Cl)cc4)c12)CCC3 do in these assays?
NR3A LBD binder: -11; APJ antag: 17; NALP3 yeast inh: 7; beta cell repl: 3; tim10-1 inh: 10; tim23-1 inh: 22; APJ ag: 0; TIM10 inh: 20; MPTP block: 1.4

How did O=S(=O)(NCc1ccc(F)cc1)c1cc(Br)ccc1Br do in these assays?
NR3A LBD binder: -29; APJ antag: 4; NALP3 yeast inh: 27; beta cell repl: -4; tim10-1 inh: 16; tim23-1 inh: 42; APJ ag: -3; TIM10 inh: 15; MPTP block: 1.6

Results for COc1ccccc1CNC(=O)CSc1ncc(C(=O)Nc2ccccc2)c(=O)n1C ?
NR3A LBD binder: 0; APJ antag: 12; NALP3 yeast inh: 4; beta cell repl: -2; tim10-1 inh: -2; tim23-1 inh: -3; APJ ag: -5; TIM10 inh: -9; MPTP block: -0.2

Results for COc1ccc(NC(=O)Cn2c(=O)n(CC(=O)NCc3ccco3)c(=O)c3ccccc32)cc1 ?
NR3A LBD binder: 1; APJ antag: 7; NALP3 yeast inh: 16; beta cell repl: -1; tim10-1 inh: 20; tim23-1 inh: 16; APJ ag: 3; TIM10 inh: 19; MPTP block: -0.1

Results for O=C(CSc1nc2ccccc2[nH]1)N1CCCCC1 ?
NR3A LBD binder: 1; APJ antag: -6; NALP3 yeast inh: 2; beta cell repl: 3; tim10-1 inh: 8; tim23-1 inh: -2; APJ ag: -3; TIM10 inh: -3; MPTP block: -2.0

What do the screens show for `CSc1nc(N)nc(-c2cccs2)c1C#N`?
NR3A LBD binder: -6; APJ antag: 12; NALP3 yeast inh: -11; beta cell repl: 1; tim10-1 inh: 48*; tim23-1 inh: 49; APJ ag: 1; TIM10 inh: 13; MPTP block: 0.7

Results for Cc1ccc(F)cc1NCC(=O)Nc1ccc(Cl)cc1F ?
NR3A LBD binder: -4; APJ antag: -3; NALP3 yeast inh: 14; beta cell repl: 0; tim10-1 inh: 9; tim23-1 inh: 13; APJ ag: -2; TIM10 inh: 13; MPTP block: 3.1

What do the screens show for `COc1ccc(NC(C)=O)cc1S(=O)(=O)Nc1ccccc1C(=O)NCCc1ccccc1`?
NR3A LBD binder: -1; APJ antag: -2; NALP3 yeast inh: 4; beta cell repl: 0; tim10-1 inh: 4; tim23-1 inh: 15; APJ ag: 1; TIM10 inh: 10; MPTP block: 2.5

Compounds were not picked by outcome. About 7.2% of those tested had a hit in this group.
